KB-V1 MDR tox: kills drug-selected multidrug resistant KB-V1 cells; AID 1347076; KB-V1 MDR cells viability, CellTiter-Glo, 72 h; Potency, µM (series often up to 46.1 µM), inactives show at the top dose activity change, negative = cytotoxicity, hits mostly cytotoxic; 400,000 tested, 3.4% active; further: potency means the concentration at half of the fitted maximal effect; on the % scale 0 is the no-effect control and ±100 the full control effect; nearly all actives have a fitted effect of over 60% in size
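Readout: CellTiter-Glo luminescence, 10 min after addition. Cells: KB-V1 MDR subline, 72 h at 37 degrees C with compound. Analysis: corrected, normalized data fitted to concentration-effect curves.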
HT1080 IDH1KD tx: kills HT-1080 cells with IDH1 knockdown; 360,000 tested, 2% active; AID 686971; Potency, µM (highest dose often 46.1 µM), for the others: top-dose activity, negative = toxicity, usual class: cytotoxic; HT-1080 IDH1 knockdown viability, ATP luminescence, 48 h;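 further: potency means the concentration at half of the fitted maximal effect; 0% = DMSO wells and -100% = cell-free medium wells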
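CellTiter-Glo luminescence after 48 h compound exposure at 37 degrees C of IDH1-knockdown HT-1080 cells in 5% FBS RPMI. %Activity scaled between DMSO wells and cell-free media wells, with curves fitted and assigned curve classes.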
IL1B secr inh: inflammasome signaling inhibition, IL-1 beta readout; THP-1 LPS/ATP IL-1B secretion, AlphaLISA, 16 h; hits give low values; activity change, % at 57.5 µM; 360,000 tested, 4.7% active; in the data active means activity change below about -50%; inconclusive means mostly about -30% to -49%; further: on the % scale 0 is the no-effect control and ±100 the full control effect
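Secreted IL-1B measured by AlphaLISA bead assay after 16 h compound exposure of THP-1 cells; compounds (final up to 57.5 uM) added 1 h before LPS (250 ng/mL) and ATP (1.25 mM) stimulation; lower signal means less secretion.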
GLP-1R agonist: agonists of human GLP-1 receptor; 380,000 tested, 0.007% active; P43220; HEK293 GLP-1R CRE-luciferase, luminescence, 4-6 h; cells express a hypersensitive GLP-1R form; Potency, µM (doses to about 45.6 µM), without a hit: at the highest dose activation, usual class: activators; further: potency means the concentration at half of the fitted maximal effect; % of control where 0% means no effect
Target sequence (P43220 whole entry, looked up): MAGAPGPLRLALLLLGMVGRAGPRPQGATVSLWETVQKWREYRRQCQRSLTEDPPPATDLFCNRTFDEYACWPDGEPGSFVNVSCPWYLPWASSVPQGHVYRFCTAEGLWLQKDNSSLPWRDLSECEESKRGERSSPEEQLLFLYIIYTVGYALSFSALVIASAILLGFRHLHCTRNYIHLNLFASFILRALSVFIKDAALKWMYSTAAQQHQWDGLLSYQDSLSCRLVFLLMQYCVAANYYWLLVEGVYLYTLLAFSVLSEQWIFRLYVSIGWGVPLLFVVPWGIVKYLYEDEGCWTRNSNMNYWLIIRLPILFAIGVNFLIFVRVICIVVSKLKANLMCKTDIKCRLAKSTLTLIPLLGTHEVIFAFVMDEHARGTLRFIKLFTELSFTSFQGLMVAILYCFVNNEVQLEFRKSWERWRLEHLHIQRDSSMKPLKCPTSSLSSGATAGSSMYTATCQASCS
D3 antag: blocks the human D3 dopamine receptor; P35462; D3R cells, DiscoveRx beta-arrestin luminescence, antagonist mode; hits give low values; max response, negative = inhibition, %; 360,000 tested, 2.5% active; AID 652054; in the data active means max response below about -50%; inconclusive means no clear call, values can overlap the other calls; further: on the % scale 0 is the no-effect control and ±100 the full control effect; mostly tested at two doses, the higher about 12 µM
Target sequence (P35462 whole entry, looked up): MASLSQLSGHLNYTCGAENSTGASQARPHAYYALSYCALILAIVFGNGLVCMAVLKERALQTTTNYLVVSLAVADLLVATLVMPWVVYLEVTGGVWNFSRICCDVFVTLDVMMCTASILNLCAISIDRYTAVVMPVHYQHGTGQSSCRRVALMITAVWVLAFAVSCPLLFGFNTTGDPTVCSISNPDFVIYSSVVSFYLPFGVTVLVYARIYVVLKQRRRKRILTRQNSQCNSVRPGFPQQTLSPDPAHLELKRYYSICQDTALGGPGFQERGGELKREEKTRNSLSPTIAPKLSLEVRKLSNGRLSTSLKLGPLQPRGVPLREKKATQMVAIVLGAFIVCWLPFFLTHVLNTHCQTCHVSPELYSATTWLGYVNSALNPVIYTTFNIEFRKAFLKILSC
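Cells plated overnight at 1500 cells/well, then exposed to library compounds with dopamine controls for 90 minutes at 37 degrees C. DiscoveRx reagent added for 30–60 minutes at room temperature; luminescence read, quantitative HTS format.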
HT1080-NT tox: kills 2HG-producing HT-1080-NT fibrosarcoma cells; HT-1080-NT fibrosarcoma viability, CellTiter-Glo ATP luminescence, 48 h; 360,000 tested, 1.6% active; Potency, µM (top dose mostly 46.1 µM), for inactives: at the top dose activity, negative = less viability, most hits filed as cytotoxic;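 further: NT is the 2HG producing partner of a matched IDH1 knockdown line; potency means the concentration at half of the fitted maximal effect; 0% = DMSO-treated cells and -100% = media-only wells without cells; nearly all actives have a fitted effect of over 55% in size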
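HT-1080-NT; 750 cells/well; 5% FBS RPMI; 48 h compound, 37 degrees C; CellTiter-Glo luminescence; curve fitting and curve-class assignment.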
KB-3-1 tox: kills parental KB-3-1 adenocarcinoma cells; KB-3-1 viability, CellTiter-Glo ATP luminescence, 72 h; Potency, µM (top dose mostly 46.1 µM), without a hit: at the highest dose activity change, negative = cytotoxic, actives largely listed as cytotoxic; 400,000 tested, 1.4% active; further: potency means the concentration at half of the fitted maximal effect; on the % scale 0 is the no-effect control and ±100 the full control effect; nearly all actives have a fitted effect of over 60% in size
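Cytotoxicity in the drug-sensitive parental line KB-3-1 was scored as loss of CellTiter-Glo luminescence following 72 h incubation with compound. Values come from curve fitting of normalized concentration-response data.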
D3 ag: activates the human D3 dopamine receptor | 410,000 tested, 0.58% active | AID 652048 | D3R DiscoveRx beta-arrestin cells, luminescence, 90 min | max activation, %; in the data active means max activation above about 30%; further: 0% is about no effect; mostly tested at two doses, the higher about 12 µM
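Agonist mode: compounds and dopamine controls were applied to plated cells for 90 min at 37 degrees C after an overnight attachment at 1500 cells/well. Luminescent read-out followed 30 - 60 minutes at room temperature with DiscoveRx detection reagent.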
SW480 rereplic: DNA re-replication induction in SW480 cells | Potency, µM (series often up to 46.1 µM), without a hit: at the highest dose re-replication activation, most hits filed as activators | AID 624297 | SW480 DNA re-replication, Hoechst DNA content imaging, 48 h | 340,000 tested, 1.8% active; further: potency means the concentration at half of the fitted maximal effect; % of control where 0% means no effect; nearly all actives have a fitted effect of over 55% in size
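Treated cells incubate 48 hr (37 C, 5% CO2), are stained 40 min with Hoechst, and nuclear fluorescence is enumerated; a rise in nuclei with high DNA signal marks re-replication.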
Active calls of the source: *; ? = inconclusive; nt = not tested or not shown; & = joins results of further samples; [ ] = another dose, or the depositor's remark. Unless noted, the call rests on the fitted dose curve; in most records, active means well fitted curve in the direction sought with a large enough effect; inconclusive means small, poorly fitted or top-dose-only effect, or another doubt; inactive means no such curve, though single readings can be large; an effect the other way counts as inactive or inconclusive. Rows are unselected. About 12% of those tested had a hit in this group.

cpd	SMILES	KB-V1 MDR tox	HT1080 IDH1KD tx	IL1B secr inh	GLP-1R agonist	D3 antag	HT1080-NT tox	KB-3-1 tox	D3 ag	SW480 rereplic
1	N#CC(C#N)=C1C=CC=CN1/C(=C\c1ccccc1Cl)C(=O)c1ccccc1	?	2.6µM*	-73*	0%	-104*	?	?	-13	9.2µM*
2	CN(C)CCN(C(=O)c1ccc2ccccc2c1)c1nc2cc3c(cc2s1)OCCO3	-4%	-4%	0	2%	0	-4%	14%	-29	0%
3	COc1ccc(NC(=O)CN(C)S(=O)(=O)c2cccc3nsnc23)cc1	17%&0%	13%	-6	-7%	10	11%	3%&15%	2&6	-14%
4	CN(C)CCNc1ncnc2c1ncn2[C@H]1CN(Cc2ccccc2)C[C@@H](CO)O1	6%	15%	0	-3%	0	?	0%	2	nt
5	O=C(N/N=C1\CCCc2ccccc21)c1ccccc1Cl	12%	-1%	-18	16%	-8	2%	18%	3	0%
6	Nc1c(C(=O)c2ccc(Cl)cc2)oc2ccccc12	0%	-5%	0	0%	?	-6%	2%	-4	6%
7	C[C@]12C(=O)N(c3ccc(C(F)(F)F)cc3)C(=O)N1[C@H]1c3ccccc3OC[C@@H]1[C@H]2c1ccccc1	0%	-24%	5	-4%	25	-26%	?	5	0%
8	C/C(=N\N)c1c(-c2ccccc2)c2cc(Br)ccc2[nH]c1=O	10%	-3%	-16	6%	-19	-1%	-1%	-4	-6%
9	CC1Cc2ccccc2N1CC(=O)NC(=O)NCc1ccco1 (configuration not stated)	1%	-13%	113	-5%	15	-24%	-20%	1	-3%
10	COC(=O)c1ccc(COc2ccccc2/C=N/NS(=O)(=O)c2ccccc2)cc1	0%	?	64	11%	-18	?	?	-20	?
11	Cc1cc2nc(-c3ccc(=O)[nH]c3)n(Cc3ccccc3)c2cc1C	-2%	-16%	2	22%	-11	-21%	0%	-3	1%
12	O=[N+]([O-])c1ccc(COc2cccc(CNc3ccc(Br)cc3)c2)cc1	-17%	-13%	-29	8%	0	-17%	-17%	1	-8%
13	O=C(/C=C/c1ccccc1)N/C(=C/c1ccccc1)C(=O)Nc1ccc(C(=O)O)cc1	28%	4%	-14	-1%	13	3%	-1%	-11	-1%
14	COc1ccc(NC(=O)N2CCc3ccccc3C2)cc1OC	6%	15%	-3	7%	-5	7%	24%	-6	-18%
15	COc1ccc(COC(=O)C2=C(C)NC(=O)NC2c2cc(OC)ccc2OC)cc1 (configuration not stated)	-25%	-4%	?	20%	10	-1%	-3%	10	-11%
16	O=C(NC1=NCCS1)c1ccc(Cl)c(Cl)c1	1%	1%	20	19%	0	0%	0%	-4	3%
17	CC(C)(C)Nc1nc(-c2ccccn2)nc2ccccc12	3%	?	-10	6%	-20	-14%	?	-16	8%
18	CCCCC1CC(/C(C)=N/NC(N)=O)OC1=O (configuration not stated)	0%	9%	-14	17%	-9	0%	-5%	2	-5%
19	COC(=O)Cc1c(C)c2ccc(OC(C)C)cc2oc1=O	0%	3%	-13	15%	5	-2%	?	5	13%
20	Cc1ccc(-c2cc3ncc4c(n3n2)-c2cc(Cl)ccc2OC4)cc1	-3%	nt	nt	0%	nt	nt	-1%	2	nt
21	CCOc1ccc(-n2nc3cc(C)c(N)cc3n2)cc1	-4%	-4%	-4	-5%	-5	-3%	-4%	7	16µM*
22	O=C(COc1ccccc1)NNc1c2ccccc2nc2ccccc12	18µM*	?	-23	-56%[inhibitor]	7	-30%	0%	1	-1%
23	CCn1c(=O)c(C(=O)CC#N)c(N)n(Cc2ccccc2)c1=O	0%	-16%	26	5%	6	-12%	-4%	-2	13%
24	Cc1ccc(C)c(Cn2nnc3c(=O)[nH]c(C4CCN(C(=O)c5cccs5)CC4)nc32)c1	7%	?	10	2%	-7	-29%	0%	1	2%
25	CCN(CC)S(=O)(=O)c1ccc(C)c(NC(=O)CN2CCN(Cc3ccccc3)CC2)c1	0%	1%	-6	-3%	9	-1%	-8%	-5	-11%

Rewritten with values under each structure: 2 of the compounds above.
Order of values: KB-V1 MDR tox	HT1080 IDH1KD tx	IL1B secr inh	GLP-1R agonist	D3 antag	HT1080-NT tox	KB-3-1 tox	D3 ag	SW480 rereplic
[11] Cc1cc2nc(-c3ccc(=O)[nH]c3)n(Cc3ccccc3)c2cc1C
    -2%	-16%	2	22%	-11	-21%	0%	-3	1%
[12] O=[N+]([O-])c1ccc(COc2cccc(CNc3ccc(Br)cc3)c2)cc1
    -17%	-13%	-29	8%	0	-17%	-17%	1	-8%

Remaining list, next part.
cpd	SMILES	KB-V1 MDR tox	HT1080 IDH1KD tx	IL1B secr inh	GLP-1R agonist	D3 antag	HT1080-NT tox	KB-3-1 tox	D3 ag	SW480 rereplic
26	Cc1ccc(N2CC(C(=O)N(C)CC(=O)Nc3ccc(Cl)c(C(F)(F)F)c3)CC2=O)cc1 (configuration not stated)	?	-28%	?	-2%	-20	-14%	-17%	4	?
27	CCOc1cc(-c2cn(S(=O)(=O)c3cccc4nsnc34)nc2N)cc(OCC)c1OCC	-2%	9%	6	1%	3	-6%	0%	-6	-3%
28	Cc1ccc(/C=N/NC(=O)c2nn(C)cc2Cl)cc1	?	1%	-11	-2%	-3	-6%	1%	0	-5%
29	COc1ccc(S(=O)(=O)N(C)CC(=O)NCc2cccnc2)cc1Cl	2%	4%	16	2%	-14	8%	-2%	2	18%
30	CC(NC(=O)c1ccc2c(=O)n3c(nc2c1)CCCCC3)c1ccccc1 (configuration not stated)	?	-7%	11	4%	-3	-27%	-8%	-3	2%
31	Cc1ccc(N(CC(=O)N2CCN(c3ccc(Cl)cc3)CC2)S(=O)(=O)c2c(C)noc2C)cc1	-16%	nt	nt	0%	nt	nt	?	-3	nt
32	Cc1onc(-c2ccccc2)c1C(=O)NC1CCCCC1C (configuration not stated)	-6%	14%	8	-3%	5	13%	-2%	-2	nt
33	Cc1noc(C)c1CSc1nnc2ccc3ccccc3n12	-18%	-9%	-20	27%	-8	20%	3%	-5	-3%
34	CCc1cccc2c(SC(C)C(=O)NCC3CCCO3)nc(-c3ccccc3)nc12 (configuration not stated)	-12%	3%	3	0%	7	0%	-1%	15	6%
35	Nn1c(Cc2cccc3ccccc23)nnc1SCc1c(F)cccc1Cl	?	0%	-28	1%	-5	2%	0%	-5	3%
36	COc1cc(-c2nnc(SCC(=O)c3ccc(C)cc3)o2)cc(OC)c1OC	1%	?	-3	0%	12	-9%	12%	4	?
37	COc1ccc(C2CC(=O)N3CN(Cc4ccco4)CSC3=C2C#N)cc1 (configuration not stated)	1%	-8%	-6	1%	-10	-5%	7%	-2	?
38	O=C(NCc1ccco1)c1ccc2c(c1)N(Cc1ccccc1)C(=O)CS2	5.8µM*	-3%	-2	0%	-7	-15%	-2%	-1	2%
39	CCN(CC)S(=O)(=O)c1ccc(N2CCCC2)c(NC(=O)c2ccc([N+](=O)[O-])o2)c1	?	-18%	-86*	-4%	1	1%	6.5µM*	-1	13µM*
40	OCCOc1nnnn1-c1ccccc1	0%	8%	2	18%	?	-3%	1%	0	-8%
41	COCc1cc(N2CCCCC2)nc(-c2ccccc2)n1	-13%	?	2	11%	8	-9%	12%	-3	11%
42	Cc1cc(=O)[nH]c(N2CCCNCC2)n1	16%	8%	0	-4%	4	3%	-1%	4	-6%
43	N#Cc1nc(COc2ccc(F)cc2)oc1NCCCn1ccnc1	5%	-14%	6	-2%	11	-3%	4%	3	-5%[9.22 µM]
44	CC(C)c1ccccc1NC(=O)Cn1c(/C=C/c2ccccc2)nc2ccccc21	?	-27%	-7	-1%	-11	?	-22%	8	9.2µM*
45	Cc1ccsc1CN1CCC(C(=O)NCc2ccccc2Cl)CC1	10%	1%	-10	1%	3	15%	6%	-10	-4%
46	C#CCSc1nc(-c2cccs2)ccc1C#N	-13%	-18%	11	6%	0	-20%	-18%	-4	18%
47	N#CCSc1nc2ccccc2c(=O)n1CCC(=O)NCCc1ccccc1	0%	1%	-7	19%	34	-2%	-7%	-2	-16%
48	COCCCn1cc(C(=O)c2ccccc2OCC(=O)Nc2cccc(F)c2)cc(C#N)c1=O	?	1%	-21	25%	8	-1%	-8%	5	-1%
49	COc1cc(C(=O)Nc2nc(-c3cccs3)cs2)cc(OC)c1OC	-8%	-10%	-77*	-1%	6	?	0%	-7	-8%
50	Cc1cc(SCc2ccc(C(F)(F)F)cc2)nc(=O)[nH]1	21%	0%	-5	0%	0	8%	0%	4	-3%
51	COc1ccc(Cl)cc1NC(=O)CN(C)C(=O)Cn1[nH]c(=O)c2ccccc2c1=O	13%	-12%	11	16%	10	-1%	6%	-7	-14%
52	CCN(C[C@H]1N[C@@](Cc2ccccc2)(C(=O)OC)[C@H]2C(=O)N(Cc3ccccc3)C(=O)[C@@H]12)S(=O)(=O)c1ccc(C(F)(F)F)cc1	-5%	0%	-18	-1%	31	7%	2%	9	-10%
53	COc1ccc(-c2c(C)nn3c(N4CCN(c5cc(Cl)ccc5C)CC4)cc(C)nc23)cc1OC	28%	nt	nt	0%	nt	nt	20%	-3	nt
54	Cc1ccc(S(=O)(=O)N(C)CC(=O)N2CCCc3ccccc32)cc1	-29%	-9%	-15	7%	14	-10%	-5%	-2	-2%
55	CC1(C)Cc2nc3sc4c(=O)n(CC(N)=O)cnc4c3cc2CO1	-1%	8%	24	-11%	10	3%	14%	7	-2%
56	OCCNCc1cc(Br)ccc1OCc1ccc(F)cc1	-23%	-5%	-81*	10%	6	-2%	-15%	-9	-13%
57	COC(=O)c1sc2nc(C)nc(SCC(=O)Nc3sccc3C(N)=O)c2c1C	0%	2%	5	-3%	69	-6%	0%	28	-4%
58	CC(=O)Nc1ccc(S(=O)(=O)N2CCC(C(=O)c3ccc(F)cc3)CC2)cc1	-21%	?	?	16%	2	-5%	-20%	-6	2%

Bioassay records as filed in PubChem BioAssay.
